Screening data deposited in PubChem by NCI.
yeast bub3: NCI yeast anticancer drug screen, S. cerevisiae bub3 mutant strain; growth inhibition, % at 50 µM; actives 9.9% (n = 78,000);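 note: 0% = growth of vehicle-only cultures of the same strain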
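Inhibition values come from growth of compound-treated mutant yeast normalised to vehicle-treated controls.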
yeast sgs1 mgt1: NCI yeast anticancer drug screen, S. cerevisiae sgs1 mgt1 strain; growth inhibition, % at 50 µM; actives 10% (n = 78,000);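 note: 0% = growth of vehicle-only cultures of the same strain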
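Inhibition of yeast growth, normalised to vehicle-treated controls, is reported for a strain bearing genetic alterations in DNA damage repair.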
mec2-1: NCI yeast anticancer drug screen, S. cerevisiae mec2-1 strain; actives 9% (n = 79,000); AID 157, 2004; % growth inhibition at 50 µM;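 note: 0% = growth of vehicle-only cultures of the same strain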
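Readout is yeast growth inhibition, normalised to vehicle-treated controls, in the mec2-1 strain exposed to compound.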
cln2 rad14: NCI yeast anticancer drug screen, S. cerevisiae cln2 rad14 strain | AID 165, 2004 | % growth inhibition at 50 µM | actives 8.3% (n = 78,000);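 note: 0% = growth of vehicle-only cultures of the same strain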
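Yeast strain cln2 rad14, bearing defects in cell cycle control and DNA repair, serves as the test system; values reflect growth inhibition compared with vehicle.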
rad50: NCI yeast anticancer drug screen, S. cerevisiae rad50 strain; % growth inhibition at 50 µM; actives 10% (n = 79,000); AID 155, 2004;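 note: 0% = growth of vehicle-only cultures of the same strain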
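DNA repair mutant yeast, compound exposure, growth read-out; inhibition is taken relative to vehicle.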
yeast mlh1 rad18: NCI yeast anticancer drug screen, S. cerevisiae mlh1 rad18 strain; % growth inhibition at 50 µM; actives 11% (n = 79,000);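 note: 0% = growth of vehicle-only cultures of the same strain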
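Inhibition values reflect reduced growth of mutant yeast versus vehicle-treated controls following compound exposure; the mutations affect DNA damage repair.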
Active calls of the source: *. Cut-off read from the data, not from the text of the source: active = growth inhibition above about 70%; inactive = the rest.

Screening NCCCCC(N)C(=O)Nc1ccc2ccccc2c1 (centres undefined) returned yeast bub3 99*, yeast sgs1 mgt1 99*, mec2-1 99*, cln2 rad14 83*, rad50 99* and yeast mlh1 rad18 99*.
NC(=O)C(C1=CCCCC1)c1ccccc1 (centres undefined) was read as yeast bub3 2, yeast sgs1 mgt1 2, mec2-1 -1, cln2 rad14 3, rad50 3 and yeast mlh1 rad18 1.
Screening Cc1nc2ccccc2o1 returned yeast bub3 -2, yeast sgs1 mgt1 13, mec2-1 40, cln2 rad14 15, rad50 20 and yeast mlh1 rad18 -10.
CCOC(=O)c1ccc(OC)cc1 was read as yeast bub3 -4, yeast sgs1 mgt1 -9, mec2-1 -25, cln2 rad14 3, rad50 -13 and yeast mlh1 rad18 -17.
N=c1scc(-c2ccccc2)n1/N=C/c1cccnc1 was read as yeast bub3 51, yeast sgs1 mgt1 96*, mec2-1 86*, cln2 rad14 96*, rad50 97* and yeast mlh1 rad18 96*.
Screening NS(=O)(=O)c1cc2c(cc1Cl)NC(C(=O)c1cc(=O)c3ccc(O)cc3o1)=NS2(=O)=O returned yeast bub3 -20, yeast sgs1 mgt1 -10, mec2-1 0, cln2 rad14 6, rad50 0 and yeast mlh1 rad18 -4.
For O=S1(=O)Cc2ccccc2O1 the results were yeast bub3 -19, yeast sgs1 mgt1 29, mec2-1 5, cln2 rad14 -3, rad50 4 and yeast mlh1 rad18 33.
For O=C(OC1CCCCC1)c1ccccc1OC1CCCCC1 the results were yeast bub3 2, yeast sgs1 mgt1 10, mec2-1 -9, cln2 rad14 14, rad50 -2 and yeast mlh1 rad18 -11.
For CC(C)(C)c1cc(CN2CCCCC2)cc(C(C)(C)C)c1O the results were yeast bub3 -10, yeast sgs1 mgt1 4, mec2-1 10, cln2 rad14 14, rad50 -2 and yeast mlh1 rad18 11.
For c1ccc(NP2(Nc3ccccc3)=NP(Nc3ccccc3)(Nc3ccccc3)=NP(Nc3ccccc3)(Nc3ccccc3)=N2)cc1 the results were yeast bub3 17, yeast sgs1 mgt1 -10, mec2-1 6, cln2 rad14 15, rad50 -12 and yeast mlh1 rad18 -2.
`COc1cc(/C=N/NC(=O)COCC(=O)N/N=C/c2ccc(O)cc2OC)ccc1O` gave yeast bub3 -3, yeast sgs1 mgt1 0, mec2-1 -11, cln2 rad14 12, rad50 -9 and yeast mlh1 rad18 -5.
For COc1ccc2c(c1)CCC1C(=O)NN=C21 (centres undefined) the results were yeast bub3 -23, yeast sgs1 mgt1 -6, mec2-1 -4, cln2 rad14 -43, rad50 13 and yeast mlh1 rad18 -8.
`C#CC(C)(C)OC(C)=O` gave yeast bub3 36, yeast sgs1 mgt1 69, mec2-1 19, cln2 rad14 6, rad50 70 and yeast mlh1 rad18 77*.
For N/C(=N/N=C/C1CCCCC1)NO the results were yeast bub3 -14, yeast sgs1 mgt1 -24, mec2-1 -9, cln2 rad14 3, rad50 1 and yeast mlh1 rad18 14.
For CC(CNC(=O)c1ccccc1)(CNC(=O)c1ccccc1)[N+](=O)[O-] the results were yeast bub3 1, yeast sgs1 mgt1 -3, mec2-1 1, cln2 rad14 7, rad50 9 and yeast mlh1 rad18 4.
Screening CN(CCO)CCN1c2ccccc2Sc2ccccc21 returned yeast bub3 -6, yeast sgs1 mgt1 -10, mec2-1 -26, cln2 rad14 -14, rad50 -13 and yeast mlh1 rad18 -1.
For Nc1nc(-c2ccccc2)c(Cl)c(-c2cc(Cl)ccc2O)n1 the results were yeast bub3 4, yeast sgs1 mgt1 -10, mec2-1 -1, cln2 rad14 25, rad50 -1 and yeast mlh1 rad18 3.
Screening O=C(NC1C=Nc2ccc(Cl)cc2NC1=O)c1ccc(Cl)cc1 (centres undefined) returned yeast bub3 7, yeast sgs1 mgt1 31, mec2-1 21, cln2 rad14 24, rad50 18 and yeast mlh1 rad18 32.
`CN(O)C(=O)CCC(NC(=O)CCC(N)C(=O)O)C(=O)NCC(=O)O` (centres undefined) gave yeast bub3 2, yeast sgs1 mgt1 -12, mec2-1 -9, cln2 rad14 0, rad50 -25 and yeast mlh1 rad18 -52.
`NC(=O)n1ccc(CC(O)(C(F)(F)F)C(F)(F)F)n1` gave yeast bub3 2, yeast sgs1 mgt1 -3, mec2-1 44, cln2 rad14 55, rad50 -13 and yeast mlh1 rad18 22.
`C(=N\SC(c1ccccc1)(c1ccccc1)c1ccccc1)/c1ccccc1` gave yeast bub3 -1, yeast sgs1 mgt1 8, mec2-1 1, cln2 rad14 21, rad50 12 and yeast mlh1 rad18 -17.
Screening NC(=O)c1nnsc1COCc1ccccc1 returned yeast bub3 7, yeast sgs1 mgt1 2, mec2-1 -4, cln2 rad14 -26, rad50 0 and yeast mlh1 rad18 1.
`CCc1ccc([OH2+])c(C(=O)[O-])c1.CCc1ccc([OH2+])c(C(=O)[O-])c1.CCc1ccc([OH2+])c(C(=O)[O-])c1.CCc1ccc([OH2+])c(C(=O)[O-])c1.[Cu+2].[Cu+2]` gave yeast bub3 9, yeast sgs1 mgt1 22, mec2-1 2, cln2 rad14 29, rad50 19 and yeast mlh1 rad18 21.
Screening Nc1ccc(C(=O)Nc2ccc3c(ccc4ccccc43)c2)cc1 returned yeast bub3 -13, yeast sgs1 mgt1 14, mec2-1 2, cln2 rad14 2, rad50 -6 and yeast mlh1 rad18 2.
Screening Cc1cncn2c(C)nnc12 returned yeast bub3 2, yeast sgs1 mgt1 -4, mec2-1 -1, cln2 rad14 -4, rad50 -13 and yeast mlh1 rad18 -13.
CC(C)(C)[Si](C)(C)O/N=C\c1cccc(O[Si](C)(C)C(C)(C)C)c1 was read as yeast bub3 36, yeast sgs1 mgt1 78*, mec2-1 12, cln2 rad14 55, rad50 48 and yeast mlh1 rad18 77*.
For CC(C)C(N)C(=O)NO (centres undefined) the results were yeast bub3 -2, yeast sgs1 mgt1 -13, mec2-1 18, cln2 rad14 5, rad50 -17 and yeast mlh1 rad18 -7.
`Cc1oc(C)c2c(N=Nc3ccc([N+](=O)[O-])cc3[N+](=O)[O-])c3ccccc3c(O)c12` gave yeast bub3 37, yeast sgs1 mgt1 11, mec2-1 25, cln2 rad14 -28, rad50 25 and yeast mlh1 rad18 50.
`CCOC1(NC(=O)N(C)C)C2CCCC21` (centres undefined) gave yeast bub3 2, yeast sgs1 mgt1 0, mec2-1 -4, cln2 rad14 -30, rad50 3 and yeast mlh1 rad18 -6.
COc1c(C)c(C)c(OC(C)=O)c(C)c1Br was read as yeast bub3 -2, yeast sgs1 mgt1 -2, mec2-1 -5, cln2 rad14 -3, rad50 -10 and yeast mlh1 rad18 -9.
Screening COc1ccc(-c2cc(=O)c3c(O)cc(O)cc3o2)cc1 returned yeast bub3 -15, yeast sgs1 mgt1 -7, mec2-1 -31, cln2 rad14 -12, rad50 -26 and yeast mlh1 rad18 -18.
`COC1OCC(OS(=O)(=O)c2ccc(C)cc2)C2OC(C)(C)OC12` (centres undefined) gave yeast bub3 -3, yeast sgs1 mgt1 5, mec2-1 9, cln2 rad14 -3, rad50 25 and yeast mlh1 rad18 9.
Screening O=C1CCC(c2ccccc2)(c2ccccc2)CC1 returned yeast bub3 0, yeast sgs1 mgt1 -16, mec2-1 -25, cln2 rad14 -16, rad50 32 and yeast mlh1 rad18 18.
For O=C(O)C1Oc2ccccc2C1c1ccccc1 (centres undefined) the results were yeast bub3 -7, yeast sgs1 mgt1 -12, mec2-1 -24, cln2 rad14 -18, rad50 -18 and yeast mlh1 rad18 -32.
CCCC(CNC(C)=O)(c1ccccc1)C1CCCCC1 (centres undefined) was read as yeast bub3 11, yeast sgs1 mgt1 3, mec2-1 7, cln2 rad14 28, rad50 -11 and yeast mlh1 rad18 16.
For CC(C)NC=O the results were yeast bub3 -5, yeast sgs1 mgt1 0, mec2-1 -24, cln2 rad14 10, rad50 17 and yeast mlh1 rad18 14.
CCOC12CC(OC(=O)N1)C(C)C1OC1(C)C(OC(=O)C(C)N(C)C(C)=O)CC(=O)N(C)c1cc(cc(OC)c1Cl)C/C(C)=C/C=CC2OC (centres undefined) was read as yeast bub3 -20, yeast sgs1 mgt1 -31, mec2-1 -30, cln2 rad14 0, rad50 -21 and yeast mlh1 rad18 -5.
COc1ccc(C(=O)c2ccccc2)c(C(=O)O)c1 was read as yeast bub3 9, yeast sgs1 mgt1 -8, mec2-1 -2, cln2 rad14 -39, rad50 6 and yeast mlh1 rad18 6.
For COC(=O)C1C(C(=O)OC)C1(c1ccccc1)c1ccccc1 (centres undefined) the results were yeast bub3 21, yeast sgs1 mgt1 -13, mec2-1 1, cln2 rad14 -3, rad50 9 and yeast mlh1 rad18 -1.
For O=C(NC1CCCCC1)/C(=C\c1ccc2c(c1)OCO2)NC(=O)c1ccccc1 the results were yeast bub3 4, yeast sgs1 mgt1 1, mec2-1 -14, cln2 rad14 10, rad50 -17 and yeast mlh1 rad18 -8.
For CCOC(=O)/C(C#N)=C/c1ccnc2ccccc12 the results were yeast bub3 -29, yeast sgs1 mgt1 -31, mec2-1 -46, cln2 rad14 -45, rad50 -40 and yeast mlh1 rad18 -23.
`Cc1cccc(C)c1NC(=O)CNc1ncccn1` gave yeast bub3 19, yeast sgs1 mgt1 4, mec2-1 1, cln2 rad14 -5, rad50 -14 and yeast mlh1 rad18 5.
`CCSSC(=Nc1ccccc1)OCC(C)C` gave yeast bub3 84*, yeast sgs1 mgt1 72*, mec2-1 80*, cln2 rad14 31, rad50 62 and yeast mlh1 rad18 80*.
O=C(Oc1ccc2c(c1)CCN2C(=O)c1cc2c(cc1[N+](=O)[O-])OCO2)c1ccc2c(c1)OCO2 was read as yeast bub3 -5, yeast sgs1 mgt1 -2, mec2-1 7, cln2 rad14 6, rad50 17 and yeast mlh1 rad18 11.
Screening O=C(Nc1ccccc1)c1cc(S(=O)(=O)Nc2n[nH]c(=O)[nH]2)c(SSc2cc(Cl)c(C(=O)Nc3ccccc3)cc2S(=O)(=O)Nc2n[nH]c(=O)[nH]2)cc1Cl returned yeast bub3 -2, yeast sgs1 mgt1 -8, mec2-1 23, cln2 rad14 -6, rad50 19 and yeast mlh1 rad18 25.
`Cc1cc2c3c(nc2c2cc[nH]c(C)c12)CCCC3` gave yeast bub3 91*, yeast sgs1 mgt1 92*, mec2-1 92*, cln2 rad14 92*, rad50 88* and yeast mlh1 rad18 91*.
For COc1ccc(CCn2cncn2)cc1 the results were yeast bub3 -9, yeast sgs1 mgt1 -17, mec2-1 -14, cln2 rad14 14, rad50 -4 and yeast mlh1 rad18 -37.
For C/C(=N/C(=O)NN)c1ccc(Cl)cc1 the results were yeast bub3 37, yeast sgs1 mgt1 43, mec2-1 -8, cln2 rad14 2, rad50 34 and yeast mlh1 rad18 32.
For OCC1NC(COC2OC(CO)C(O)C(O)C2O)C(O)C(O)C1O (centres undefined) the results were yeast bub3 0, yeast sgs1 mgt1 -19, mec2-1 -15, cln2 rad14 17, rad50 -18 and yeast mlh1 rad18 -6.
`CN(C)CC(O)C(=O)O` (centres undefined) gave yeast bub3 4, yeast sgs1 mgt1 -6, mec2-1 20, cln2 rad14 7, rad50 -13 and yeast mlh1 rad18 -14.

Among those listed so far, these have a Cl atom:
Screening NS(=O)(=O)c1cc2c(cc1Cl)NC(C(=O)c1cc(=O)c3ccc(O)cc3o1)=NS2(=O)=O returned yeast bub3 -20, yeast sgs1 mgt1 -10, mec2-1 0, cln2 rad14 6, rad50 0 and yeast mlh1 rad18 -4.
For Nc1nc(-c2ccccc2)c(Cl)c(-c2cc(Cl)ccc2O)n1 the results were yeast bub3 4, yeast sgs1 mgt1 -10, mec2-1 -1, cln2 rad14 25, rad50 -1 and yeast mlh1 rad18 3.
Screening O=C(NC1C=Nc2ccc(Cl)cc2NC1=O)c1ccc(Cl)cc1 (centres undefined) returned yeast bub3 7, yeast sgs1 mgt1 31, mec2-1 21, cln2 rad14 24, rad50 18 and yeast mlh1 rad18 32.
CCOC12CC(OC(=O)N1)C(C)C1OC1(C)C(OC(=O)C(C)N(C)C(C)=O)CC(=O)N(C)c1cc(cc(OC)c1Cl)C/C(C)=C/C=CC2OC (centres undefined) was read as yeast bub3 -20, yeast sgs1 mgt1 -31, mec2-1 -30, cln2 rad14 0, rad50 -21 and yeast mlh1 rad18 -5.
Screening O=C(Nc1ccccc1)c1cc(S(=O)(=O)Nc2n[nH]c(=O)[nH]2)c(SSc2cc(Cl)c(C(=O)Nc3ccccc3)cc2S(=O)(=O)Nc2n[nH]c(=O)[nH]2)cc1Cl returned yeast bub3 -2, yeast sgs1 mgt1 -8, mec2-1 23, cln2 rad14 -6, rad50 19 and yeast mlh1 rad18 25.
For C/C(=N/C(=O)NN)c1ccc(Cl)cc1 the results were yeast bub3 37, yeast sgs1 mgt1 43, mec2-1 -8, cln2 rad14 2, rad50 34 and yeast mlh1 rad18 32.
